Compound activity from PubChem BioAssay.
IL1B cytotox = toxic to HUVEC cells under IL-1B stimulation | AID 845 | 94,000 compounds, 0.41% hits | HUVEC cell count loss, Hoechst imaging, IL-1B stimulated | cell count reduction, % at 2 µM;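 active = cell count reduction more than 3 SD above the screen-wide mean, cut at about 70% in these data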;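 note: normalized per plate to untreated control cells as the no-loss baseline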
H69AR inhibit = growth inhibitors of human H69AR lung tumor cells; H69AR lung tumor viability, ATP luminescence, 72 h; hits give low values; viability, % at 10 µM; 85,000 compounds, 6% hits;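 active = viability at or below 40%; inactive = viability above 40%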;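 note: multidrug resistant small cell line overexpressing MRP-1 efflux transporter; 100% = mean luminescence of untreated control wells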
Smad3 inh = blocks human Smad3 binding to FoxH1 peptide | P84022 | TR-FRET Smad3/Dy647-FoxH1 peptide binding, europium anti-His | inhibition, % at 25 µM | 88,000 compounds, 0.29% hits | AID 630;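 active = compounds that reduce the energy-transfer binding signal between the protein and its labelled peptide by more than half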;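 note: 0% = Smad3 plus labelled peptide maximal FRET and 100% = peptide-only background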
Target sequence (P84022 whole entry, looked up): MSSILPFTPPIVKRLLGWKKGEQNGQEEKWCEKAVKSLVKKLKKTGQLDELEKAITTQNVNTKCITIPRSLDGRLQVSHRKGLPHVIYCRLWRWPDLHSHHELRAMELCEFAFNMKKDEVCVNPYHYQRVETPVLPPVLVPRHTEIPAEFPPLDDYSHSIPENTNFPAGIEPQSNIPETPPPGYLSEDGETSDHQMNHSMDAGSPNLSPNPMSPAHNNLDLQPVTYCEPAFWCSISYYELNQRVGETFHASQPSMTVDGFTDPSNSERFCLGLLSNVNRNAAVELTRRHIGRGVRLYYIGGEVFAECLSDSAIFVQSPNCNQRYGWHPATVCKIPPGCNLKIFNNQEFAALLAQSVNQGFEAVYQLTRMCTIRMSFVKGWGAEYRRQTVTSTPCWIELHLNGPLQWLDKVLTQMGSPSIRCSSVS
VCAM1 TNFa inh = reduces TNF alpha induced VCAM1 expression in HUVEC; HUVEC TNFa-induced VCAM-1 immunofluorescence, high-content imaging; 95,000 compounds, 0.48% hits; inhibition, % at 2 µM;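 active = inhibition above the batch mean plus 3 SD, with images confirmed as a hit by eye, cut at about 37% in these data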;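 note: 0% = TNF-stimulated DMSO wells and 100% = unstimulated control wells; not every result past the cut was called active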
HUVEC inhibit = blocks proliferation of human endothelial cells; HUVEC proliferation, CellTiter-Glo luminescence, 72 h; hits give low values; viability, % at 10 µM (by protocol); 86,000 compounds, 1.1% hits; AID 648;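 active = viability at or below 30%; inactive = viability above 30%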;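 note: 100% = median luminescence of DMSO-only cell control wells on each plate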
Pyk2 oligo antag = Pyk2 (human) oligomerization antagonism; Q14289; Q293 cells, Pyk2 FERM NanoBiT luminescence; hits give low values; z-score (the deposit names both 25 µM and 10 µM); 99,000 compounds, 0.83% hits; AID 1347419;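 active = Z-score of -3 or lower, scaled per plate to the spread of control and sample wells; inactive = z-score above -3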;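 note: negative z-score means lost luminescence so less FERM oligomerization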
cytoskel mod = cytoskeleton assembly modification; HUVEC TNFa F-actin phalloidin imaging, high content; 91,000 compounds, 0.18% hits; inhibition, % at 2 µM;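 active = inhibition above the batch mean plus 3 SD and confirmed as a hit by visual image inspection, cut at about 30% in these data, passing the limit was not always enough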; note: strong numbers were not always called active
HUVEC tox TNFa = HUVEC cytotoxicity counter-screen, TNF alpha stimulated; 93,000 compounds, 0.17% hits; cell count reduction, % at 2 µM; HUVEC TNFalpha-stimulated, Hoechst cell count, imaging; AID 848;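 active = cell count reduction exceeding the screen mean by over 5 SD, scaled to untreated wells per plate, cut at about 78% in these data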;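 note: cells counted after 24 h of TNF alpha exposure following the 1 h pretreatment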
Lung fibro prol = blocks proliferation of human lung fibroblasts; viability, % at 10 µM; 85,000 compounds, 1.1% hits; LL 47 human lung fibroblast viability, ATP luminescence; hits give low values;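 active = viability at or below 50% in the single dose screen; inactive = viability above 50%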;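 note: compound exposure lasted 72 h before the ATP readout; 100% = median luminescence of untreated cell-only wells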
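Material: human lung fibroblast line LL 47, low passage; Evaluation: viability percentage against median untreated-cell control; Buffer or medium: 15% FBS in IMEM; Incubation: 72 h compound exposure at 37 °C after overnight plating; Dosing: 0.1% DMSO in all compound wells; Measured by: CellTiter-Glo luminescence.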
The depositor's hits bear a star; . = not tested or not shown; [ ] = dose if it differs, or a comment. Only part of the results is shown; count on the stated rates, not on these rows.

cpd | SMILES | Smad3 inh | HUVEC tox TNFa | HUVEC inhibit | VCAM1 TNFa inh | Pyk2 oligo antag
1 | COC(=O)[C@H](CCSC)NC(=O)NCCc1ccc(F)cc1 | -2 | -5 | 105 | 12 | 1.1
2 | CCn1nnnc1SCC(=O)c1ccc2c(c1)OCCO2 | 1 | 20 | 97 | 3 | 0.36
3 | COC(=O)c1ccc2c(=O)n(Cc3ccco3)c(SCC(=O)Nc3ccccc3Cl)nc2c1 | 11 | -37 | 24* | 9 | 0.65
4 | COc1ccc(-c2nc(N)n[nH]2)cc1 | 23[fluorescence artefact?] | -11 | 116 | -12 | 0.15
5 | Fc1ccc(C(c2nnnn2Cc2cccs2)N2CCN(C3CCCCC3)CC2)cc1 (stereo not drawn) | 14 | 6 | 92 | -13 | -0.75
6 | Cc1ccsc1C(C(=O)NC1CCCCC1)N(C(=O)Cc1cccs1)C1CC1 (stereo not drawn) | 0 | -26 | 100 | -1 | -1.8
7 | CCOc1ccccc1NC(=O)CN(C)S(=O)(=O)c1cccc2nsnc12 | 8 | 1 | 100 | 15 | 0.15
8 | CCOc1cc(C2C(C(=O)N3CCCCC3)=C(C)NC3=C2C(=O)CCC3)cc(Br)c1O (stereo not drawn) | -5 | 4 | 87 | -1 | 1.1
9 | CC(C)C1N=C2c3ccccc3N=C(SCc3cc(=O)n4ccccc4n3)N2C1=O (stereo not drawn) | 2 | -35 | 95 | 15 | .
10 | Cc1cc(C(F)(F)F)nn1-c1nc(-c2ccco2)cc(C(F)(F)F)n1 | 3 | -4 | 97 | -31 | -0.09
11 | CCCCCCCCOC(=O)CCn1[nH]c(=O)c2ccccc2c1=O | 2 | -3 | 89 | 10 | 0.21
12 | Cc1cn(-c2ccc(Br)cc2)[nH]c1=O | 14[fluorescence artefact?] | -12 | 90 | 7 | 0.69
13 | COc1ccc(C2CC(c3ccc(C)cc3)Nc3nc(N)nn32)cc1 (stereo not drawn) | -6 | 0 | 94 | 10 | -1.1
14 | N#CCCN(C(=O)c1ccco1)c1ccccc1 | 0 | . | 91 | . | -0.15
15 | O=C(N/N=C/c1ccc2ccccc2c1)c1ccc(COc2ccc3c(c2)CCC3)o1 | . | -13 | . | 4 | 0.74

cpd | IL1B cytotox | Lung fibro prol | H69AR inhibit | cytoskel mod
1 | 4 | 106 | 92 | -3
2 | 5 | 104 | 95 | -8
3 | -19 | 91 | 17* | 2
4 | 9 | 101 | 94 | 15
5 | 5 | 93 | 94 | 2
6 | 10 | . | 25* | 22
7 | 9 | 103 | 95 | -8
8 | -19 | 98 | 93 | 14
9 | -4 | 92 | 84 | -25
10 | -10 | 99 | 93 | -19
11 | -7 | 90 | 94 | 26
12 | -36 | 107 | 103 | 4
13 | -36 | 96 | 106 | -36
14 | . | 91 | 92 | .
15 | -1 | . | . | 8

Sorted by value in Pyk2 oligo antag (falling): 4 from the list above.
item	Structure	Pyk2 oligo antag
2	CCn1nnnc1SCC(=O)c1ccc2c(c1)OCCO2	0.36
5	Fc1ccc(C(c2nnnn2Cc2cccs2)N2CCN(C3CCCCC3)CC2)cc1 (stereo not drawn)	-0.75
13	COc1ccc(C2CC(c3ccc(C)cc3)Nc3nc(N)nn32)cc1 (stereo not drawn)	-1.1
6	Cc1ccsc1C(C(=O)NC1CCCCC1)N(C(=O)Cc1cccs1)C1CC1 (stereo not drawn)	-1.8

Next section.
cpd | SMILES | Smad3 inh | HUVEC tox TNFa | HUVEC inhibit | VCAM1 TNFa inh | Pyk2 oligo antag
16 | COc1ccc(CNC(=O)c2c(-c3cc(Cl)c(OC)c(Cl)c3)noc2C)cc1 | -6 | -29 | 91 | 4 | .
17 | Cc1c(-c2nnc(-c3ccc(C(F)(F)F)cc3)o2)cnn1-c1ccccc1 | . | -4 | . | 30 | 1.7
18 | O=S(=O)(NCc1cn2ccsc2n1)c1ccc(Oc2ccccc2)cc1 | . | -11 | . | -5 | 0.21
19 | Cc1nc(CN2CCN(C(=O)c3ccc(Br)cc3)CC2)cs1 | 10 | -13 | 101 | 7 | -1.1
20 | OCCSc1nc(-c2cccnc2)nc2ccccc12 | 10 | -50 | 76 | -15 | 0.47
21 | Cc1ccc2c(c1)-c1c(cnn1CC(=O)O)CO2 | 8 | -68 | 99 | 23 | 1.2
22 | Cc1c(C(=O)Nc2c(C)n(C)n(-c3ccccc3)c2=O)oc2ccccc12 | 8 | -10 | 103 | -5 | 1.2
23 | Cc1ccc2[nH]c3c(c2c1)CCCC3=O | 4 | 14 | 27* | 11 | -0.56
24 | COCCNC(=O)CS(=O)Cc1nc(-c2ccc(OC)cc2)oc1C (stereo not drawn) | -3 | . | 93 | . | .
25 | O=C(COc1ccc(Cl)cc1)NC1CCSC1=O (stereo not drawn) | 7 | -13 | 100 | 6 | 0.72
26 | Cc1ccc2c(c1)c1c(n2CC(O)CN2C(=O)CNC2=O)C(=O)CCC1 (stereo not drawn) | 5 | -24 | 105 | 8 | .
27 | O=C1CC(C(=O)Nc2ccccc2)N=C(N2CCOCC2)N1 (stereo not drawn) | 1 | -8 | 83 | 14 | 0.36
28 | CC(C)C[C@H](N)c1nnc(S(=O)(=O)Cc2ccc(F)cc2)o1 | 13 | . | 100 | . | -0.48
29 | Cc1cc(N2CCN(Cc3ccc4c(c3)OCO4)CC2)n2ncnc2n1 | 5 | -9 | 101 | 3 | 1.4
30 | CCOCCCNC(=O)c1c[nH]c2cc(C)ccc2c1=O | -6 | . | 94 | . | 0.08

cpd | IL1B cytotox | Lung fibro prol | H69AR inhibit | cytoskel mod
16 | -3 | 91 | 89 | 22
17 | -1 | . | . | 3
18 | -2 | . | . | -2
19 | 10 | 102 | 99 | -14
20 | 2 | 92 | 68 | 19
21 | -21 | 108 | 102 | 0
22 | -6 | 98 | 69 | 9
23 | 15 | 87 | 89 | -24
24 | . | 95 | 100 | .
25 | 22 | 104 | 107 | 16
26 | 15 | 97 | 95 | 0
27 | -19 | 98 | 82 | 3
28 | . | 67 | 5.9* | .
29 | -26 | 103 | 94 | -35
30 | . | 105 | 83 | .

Compounds from the list above with two or more sulfur atoms:
cpd | SMILES | Smad3 inh | HUVEC tox TNFa | HUVEC inhibit | VCAM1 TNFa inh | Pyk2 oligo antag
6 | Cc1ccsc1C(C(=O)NC1CCCCC1)N(C(=O)Cc1cccs1)C1CC1 (stereo not drawn) | 0 | -26 | 100 | -1 | -1.8
7 | CCOc1ccccc1NC(=O)CN(C)S(=O)(=O)c1cccc2nsnc12 | 8 | 1 | 100 | 15 | 0.15
18 | O=S(=O)(NCc1cn2ccsc2n1)c1ccc(Oc2ccccc2)cc1 | . | -11 | . | -5 | 0.21

cpd | IL1B cytotox | Lung fibro prol | H69AR inhibit | cytoskel mod
6 | 10 | . | 25* | 22
7 | 9 | 103 | 95 | -8
18 | -2 | . | . | -2

Later entries:
cpd | SMILES | Smad3 inh | HUVEC tox TNFa | HUVEC inhibit | VCAM1 TNFa inh | Pyk2 oligo antag
31 | COC(=O)Cn1ncc2c(C)n(Cc3ccccc3)c(C)c2c1=O | 3 | -5 | 100 | 8 | .
32 | CCc1sc(N2C(=O)C3C4CCC(C4=C(C)C)C3C2=O)nc1-c1ccccc1 (stereo not drawn) | . | -19 | . | -9 | 0.49
33 | Cc1ccc(C)n1N1C(=O)/C(=C\c2ccc(Cl)cc2)SC1=S | -9 | 58 | 74 | 14 | 0.82
34 | CC(C)OCCCNC(=O)c1cc2c(s1)CS(=O)(=O)C2 | 5 | -18 | 114 | 7 | 1.3
35 | COc1ccc(-n2ncc3c(NCCCN4CCOCC4)ncnc32)cc1 | 9 | -3 | 93 | 7 | -0.45
36 | Cc1sc(N)nc1-c1cccs1 | -3 | -22 | 90 | -11 | -0.42
37 | CN(C(=O)COC(=O)c1ccc(Cl)cc1N)C1CCS(=O)(=O)C1 (stereo not drawn) | . | -12 | . | -9 | -0.06
38 | COc1cc(OC)cc(-c2nnc(SCC(=O)N3CCCC3)o2)c1 | 8 | -29 | 87 | -30 | 0.46
39 | NC(=O)c1ccsc1NC(=O)COC(=O)C1CCCN1C(=O)c1cccs1 (stereo not drawn) | 2 | -6 | 85 | 24 | .
40 | CC(Oc1ccc(Cl)cc1Cl)C(=O)NC1CCSC1=O (stereo not drawn) | 2 | -11 | 83 | 2 | -0.07
41 | COc1ccc(Cn2c(C)cc3c(c2=O)C(c2cccs2)C(C#N)=C(N)O3)cc1OC (stereo not drawn) | -1 | -5 | 97 | 4 | 0.47
42 | c1ccc(Cn2c(CNc3nc4ccccc4n3CCN3CCOCC3)nc3ccccc32)cc1 | -3 | -27 | 93 | 12 | 0.52
43 | CC1(C)C2CCC1(C)C(NC1=NCCC1)C2 (stereo not drawn) | 11 | -10 | 87 | -30 | 0.11
44 | O=C(NCC1CCCO1)c1ccc(N2CCCCC2)nc1 (stereo not drawn) | -2 | -2 | 91 | 14 | 0.18
45 | O=C(Nc1ccc(N2CCOCC2)cc1)C1CCCN(S(=O)(=O)c2cccc(C(F)(F)F)c2)C1 (stereo not drawn) | -5 | -1 | 49 | 6 | 0.11

cpd | IL1B cytotox | Lung fibro prol | H69AR inhibit | cytoskel mod
31 | -16 | 90 | 98 | -3
32 | -12 | . | . | -6
33 | 5 | 90 | 72 | 5
34 | -102 | 101 | 98 | -2
35 | 21 | 102 | 88 | -5
36 | -39 | 92 | 96 | 3
37 | -17 | . | . | 12
38 | -15 | 96 | 78 | 7
39 | 18 | 91 | 96 | 11
40 | -29 | 106 | 103 | 0
41 | 6 | 102 | 93 | 1
42 | 3 | 93 | 54 | 33
43 | 22 | 100 | 94 | -17
44 | 8 | 107 | 107 | 16
45 | -4 | 71 | 69 | -1

Going on with the list.
cpd | SMILES | Smad3 inh | HUVEC tox TNFa | HUVEC inhibit | VCAM1 TNFa inh | Pyk2 oligo antag
46 | COc1cccc(/C=N/Nc2ncnc(N)c2[N+](=O)[O-])c1OC | . | -10 | . | -12 | 0.02
47 | Cc1cccc(-c2noc(CN(C)S(=O)(=O)c3cc(Cl)ccc3Cl)n2)c1 | -3 | -14 | 112 | -7 | 0.81
48 | CCn1c(COc2cccc(OC)c2)nnc1SCC(=O)Nc1ccccc1C(=O)OC | -6 | -15 | 105 | -5 | 0
49 | COc1nc(Nc2ccc(C(C)C)cc2)nc(OC)n1 | 6 | -17 | 95 | -47 | -1
50 | Cc1cccc(-n2ncc3c(NCc4ccccn4)ncnc32)c1 | -8 | -28 | 101 | 0 | 0.66
51 | Cc1ccc2nc(C)/c(=N\O)c(C)nc2c1 | -9 | -12 | 93 | 1 | -0.41
52 | CCCn1c(=N)c(C(=O)NCC2CCCO2)cc2c(=O)n3cccc(C)c3nc21 (stereo not drawn) | -11 | 44 | 98 | 39 | 0.29
53 | Cc1ccc(C(=O)c2c(NC(=O)c3cccnc3)sc3c2CCCC3)cc1 | . | 0 | . | 10 | -1.7
54 | CCOc1cccc2sc(=NC(=O)c3ccc(S(=O)(=O)N4CCOCC4)cc3)n(C)c12 | . | -35 | . | -31 | -0.17
55 | O=C(Nc1cccs1)NC1CCCC1 | -8 | -10 | 94 | 5 | -0.09

cpd | IL1B cytotox | Lung fibro prol | H69AR inhibit | cytoskel mod
46 | -12 | . | . | -5
47 | -18 | 100 | 100 | 8
48 | 9 | 99 | 94 | -47
49 | -21 | 102 | 97 | -2
50 | 10 | 114 | 89 | 8
51 | -27 | 98 | 6.8* | 0
52 | 6 | 101 | 70 | -38
53 | -4 | . | . | -11
54 | -10 | . | . | 8
55 | -5 | 101 | 95 | .
